SIAE primary: blocks human sialic acid acetylesterase | SIAE FP-Rh probe binding, fluorescence polarization | 370,000 tested, 0.69% active | Q9HAT2 | inhibition, % at 9.66 µM;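 active = inhibition above a cutoff: mean of compounds within the control limits plus 3 SD of those, cut at about 17% in these data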;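 note: 0% = plate median of compound wells and 100% = probe without SIAE protein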
TDP2 inh: blocks human TDP2 phosphodiesterase activity; 370,000 tested, 0.34% active; O95551; recombinant TDP2, T5PNP hydrolysis, p-nitrophenol absorbance 415 nm; inhibition, % at 12.8 µM; AID 720702;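 active = inhibition above the mean of all tested compounds plus 3 SD, set per campaign, cut at about 25% in these data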;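 note: 0% = DMSO with enzyme and 100% = buffer with substrate but no TDP2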
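Assay system: Recombinant human TDP2 | Quantity: 120 nM TDP2 per well | Incubation: 2 h at 37 °C | Signal: Epi absorbance | Evaluation: Percent inhibition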
PG9 Ab binder: binds the HIV-1 gp120 antibody PG9; TR-FRET gp120-PG9 antibody binding; inhibition, % at 6.7 µM; 360,000 tested, 0.43% active; AID 624416; in the data active = inhibition above about 8.5%
HTRA1 inh: inhibitors of human serine peptidase HTRA1. Q92743. recombinant HTRA1, FP-rhodamine activity-based probe, fluorescence polarization. inhibition, % at 5.96 µM. 340,000 tested, 0.5% active. AID 504803; in the data active = inhibition above about 36%;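 note: 0% = enzyme with DMSO and 100% = wells lacking enzyme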
Target sequence (Q92743 whole entry, looked up): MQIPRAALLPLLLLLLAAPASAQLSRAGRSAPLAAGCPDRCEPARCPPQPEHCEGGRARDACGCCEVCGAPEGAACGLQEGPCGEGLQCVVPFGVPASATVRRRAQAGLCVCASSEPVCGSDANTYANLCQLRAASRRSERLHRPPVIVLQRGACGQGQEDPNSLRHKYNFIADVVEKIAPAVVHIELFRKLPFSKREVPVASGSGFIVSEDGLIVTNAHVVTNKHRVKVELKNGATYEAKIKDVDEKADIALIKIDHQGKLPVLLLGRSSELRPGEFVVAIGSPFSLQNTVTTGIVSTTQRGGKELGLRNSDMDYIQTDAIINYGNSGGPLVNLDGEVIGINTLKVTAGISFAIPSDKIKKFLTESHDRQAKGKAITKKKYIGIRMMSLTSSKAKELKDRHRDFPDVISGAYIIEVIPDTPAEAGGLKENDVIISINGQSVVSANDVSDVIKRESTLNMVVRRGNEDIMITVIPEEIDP
rCAG binder: binds r(CAG) RNA repeats; r(CAG) RNA repeat, TO-PRO-1 dye displacement fluorescence; inhibition, % at 3 µM; 370,000 tested, 1.3% active; AID 651821;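 active = inhibition above the plate cutoff, the mean of all test compounds on that plate plus 3 SD, cut at about 35% in these data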;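 note: 0% = DMSO alone and 100% = 100 µM mitoxantrone as full dye displacement; higher means more dye released from RNA so lower well fluorescence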
TCR-CD3 inh: inhibitors of human TCR-CD3 interaction. inhibition, % at 9.4 µM. 360,000 tested, 0.37% active. TAMRA-labeled TCR probe fluorescence, biochemical. AID 651800; in the data active = inhibition above about 19%;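 note: recombinant mutant TCR 2C K166C tagged with TAMRA read by polarization; 0% = receptor in buffer alone and 100% = receptor with positive control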
Rev-erbA mod: Rev-erb alpha (human) modulation; P20393; Rev-erbα–FITC-DNA binding, fluorescence polarization, 90 min; activity, % at 10 µM; 370,000 tested, 0.79% active; AID 1259318;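 active = activity above about 14%, limit read from the data; passing the limit was not always enough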;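 note: 0% = DMSO wells with 35 nM protein and 100% = DMSO wells with 750 nM protein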
ABHD4 inh: inhibits mouse alpha/beta hydrolase domain 4; purified mABHD4, FP-Rh probe fluorescence polarization; 370,000 tested, 0.54% active; inhibition, % at 8.92 µM;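 active = inhibition exceeding the mean over every tested compound plus 3 SD, cut at about 30% in these data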;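 note: 0% = plate median of compound wells and 100% = S159A mutant with DMSO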
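Material: mouse ABHD4 enzyme, wild type; Benchmarks: S159A mutant high control, sample median low control; Buffer or medium: HEPES pH 7.0, NaCl, Pluronic buffer; Signal: fluorescence polarization; Read-out: percent inhibition of probe binding, normalized to plate controls; Timing: pre-incubation 45 min, probe exposure 60 min, at 25 °C; Dosing: 8.92 µM, single dose.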
PRMT1 inh: blocks human protein arginine methyltransferase 1. Q99873. recombinant PRMT1, activity-based probe fluorescence polarization. 370,000 tested, 1.3% active. AID 652257. inhibition, % at 2.79 µM;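 active = inhibition above about 21% made by adding two undisclosed values, limit read from the data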
Target sequence (Q99873 whole entry, looked up): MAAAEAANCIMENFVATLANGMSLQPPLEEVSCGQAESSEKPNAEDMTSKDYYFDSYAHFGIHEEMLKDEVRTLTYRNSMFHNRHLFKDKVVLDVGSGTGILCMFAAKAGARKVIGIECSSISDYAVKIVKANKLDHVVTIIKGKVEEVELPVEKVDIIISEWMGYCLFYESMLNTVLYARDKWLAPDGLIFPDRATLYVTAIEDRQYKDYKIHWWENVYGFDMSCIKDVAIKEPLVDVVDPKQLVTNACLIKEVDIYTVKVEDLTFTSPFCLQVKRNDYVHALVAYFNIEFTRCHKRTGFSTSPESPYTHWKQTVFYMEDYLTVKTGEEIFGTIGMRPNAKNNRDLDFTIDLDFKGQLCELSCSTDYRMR
LEDGF integ inh: blocks HIV-1 LEDGF/p75-dependent DNA integration; 370,000 tested, 0.64% active; TR-FRET IN-LEDGF/p75 DNA integration, Eu/Cy5; AID 743269; inhibition, % at 3.7 µM;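 active = inhibition above the screen-wide mean plus 3 SD, cut at about 13% in these data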;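 note: signal is the Cy5 over europium emission ratio at 671 and 618 nm; 0% = plate median of compound wells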
* marks the source's active call; other numbers are inactive results. Not all compounds are listed; count on the stated rates, not on these rows.

COc1cc(OC)cc(C2=Cc3ccccc3C(CC(=O)c3ccco3)N2c2ccc(-c3cnc(OC)nc3)cc2)c1 (stereo not given) was read as SIAE primary 9.4, TDP2 inh 7.5, PG9 Ab binder -0.5, rCAG binder 11.8, TCR-CD3 inh 3.2, Rev-erbA mod 2.7, ABHD4 inh -3.1, PRMT1 inh -2.5 and LEDGF integ inh -2.1.
`COc1ccc(C(=O)NCc2ccc(-n3cccc3)cc2)cc1OC` gave SIAE primary -2.6, TDP2 inh -3.5, PG9 Ab binder 0.4, HTRA1 inh -2.4, rCAG binder -3.6, TCR-CD3 inh 1.2, Rev-erbA mod -2.4, ABHD4 inh -0.7, PRMT1 inh 0.7 and LEDGF integ inh -2.8.
O=C(O)c1cccc(Cn2c(Cl)c(/C=N/NC(=O)c3ccc(O)cc3)sc2=O)c1 was read as SIAE primary -10.7, TDP2 inh -5.1, PG9 Ab binder 0.3, HTRA1 inh -3.8, rCAG binder 9.4, TCR-CD3 inh -7.9, Rev-erbA mod -1.6, ABHD4 inh -13.8, PRMT1 inh 13.9 and LEDGF integ inh 1.6.
COc1ccc(C(=O)N/N=C(\C)CC(=O)Nc2ccc3ccccc3c2)c(OC)c1 was read as SIAE primary -4.3, TDP2 inh 3.7, PG9 Ab binder -2.5, HTRA1 inh -16.2, rCAG binder 5.2, TCR-CD3 inh 10.4, Rev-erbA mod 1.4, ABHD4 inh -20.9, PRMT1 inh -1.5 and LEDGF integ inh -2.5.
NS(=O)(=O)c1cccc(NC(=O)c2cncc(Br)c2)c1 was read as SIAE primary -2.9, TDP2 inh -5.1, PG9 Ab binder -0.3, HTRA1 inh -6.0, rCAG binder -1.4, TCR-CD3 inh -6.1, Rev-erbA mod 4.8, ABHD4 inh -1.3, PRMT1 inh 3.3 and LEDGF integ inh -1.4.
`COc1cccc(NC(=O)CSc2nc3ccsc3c(=O)n2-c2ccc(C(=O)O)cc2)c1` gave SIAE primary -1.0, TDP2 inh 8.0, PG9 Ab binder 1.3, HTRA1 inh -2.5, rCAG binder 10.2, TCR-CD3 inh 4.8, Rev-erbA mod 2.8, ABHD4 inh -1.2, PRMT1 inh 1.9 and LEDGF integ inh -4.7.
Screening COc1ccc(CNC(=O)N2CCN(c3ccccc3)CC2)cc1 returned SIAE primary -4.1, TDP2 inh -6.0, PG9 Ab binder -1.2, HTRA1 inh -8.2, rCAG binder 0.0, TCR-CD3 inh -3.9, Rev-erbA mod -0.8, ABHD4 inh -0.3, PRMT1 inh 1.1 and LEDGF integ inh -0.1.
`CCOC(=O)c1cnc2c(F)ccc(F)c2c1Sc1ccccc1` gave SIAE primary -2.2, TDP2 inh -3.8, PG9 Ab binder 0.2, HTRA1 inh 6.4, rCAG binder -7.6, TCR-CD3 inh 6.7, Rev-erbA mod 0.0, ABHD4 inh -2.4, PRMT1 inh -1.8 and LEDGF integ inh 0.8.
COc1ccc(N2CC(C(=O)Nc3ncccc3C)CC2=O)cc1 (stereo not given) was read as SIAE primary -3.3, TDP2 inh -4.2, PG9 Ab binder 0.6, HTRA1 inh 4.0, rCAG binder -2.3, TCR-CD3 inh -4.2, Rev-erbA mod 0.8, ABHD4 inh 1.2, PRMT1 inh 4.0 and LEDGF integ inh 2.4.
For Cc1cc(C)c(OCC(=O)OCC(=O)N2c3ccccc3CC2C)c(C)c1 (stereo not given) the results were SIAE primary 3.1, TDP2 inh 7.8, PG9 Ab binder 0.4, HTRA1 inh -11.8, rCAG binder -6.2, TCR-CD3 inh 4.9, Rev-erbA mod 2.6, ABHD4 inh 0.0, PRMT1 inh -6.5 and LEDGF integ inh 3.5.
For Cn1c(=O)c2c(ncn2CC(=O)N2CCOCC2)n(C)c1=O the results were SIAE primary 4.9, TDP2 inh 14.2, PG9 Ab binder 0.6, HTRA1 inh 0.7, rCAG binder 0.8, TCR-CD3 inh 5.8, Rev-erbA mod -3.0, ABHD4 inh -1.3, PRMT1 inh -2.5 and LEDGF integ inh 0.8.
`CC1(C)CC2CC(C)(CN2S(=O)(=O)c2ccc(C(=O)Nc3ccc(S(=O)(=O)N4CCOCC4)cc3)cc2)C1` (stereo not given) gave SIAE primary -110.7, TDP2 inh 1.9, PG9 Ab binder -2.3, HTRA1 inh -75.0, rCAG binder 21.1, TCR-CD3 inh 40.6*, Rev-erbA mod 1.1, ABHD4 inh -48.1, PRMT1 inh 0.6 and LEDGF integ inh 0.2.
`O=C(NCC1CCCCC1)c1cc([N+](=O)[O-])ccc1N1CCOCC1` gave SIAE primary 13.4, TDP2 inh -5.8, PG9 Ab binder 0.7, HTRA1 inh -3.7, rCAG binder -5.0, TCR-CD3 inh 4.0, Rev-erbA mod -2.5, ABHD4 inh -1.5, PRMT1 inh -5.5 and LEDGF integ inh 2.6.
Screening CCOc1ccc(CCNC(=O)COC(=O)c2ccc(Br)o2)cc1OCC returned SIAE primary -1.0, TDP2 inh -16.6, PG9 Ab binder -1.3, HTRA1 inh 1.2, rCAG binder 1.5, TCR-CD3 inh 6.7, Rev-erbA mod 0.0, ABHD4 inh -2.2, PRMT1 inh -2.2 and LEDGF integ inh 4.5.
Screening CCN(CC)CCCN1C(=O)C(=O)/C(=C(/O)c2ccc(C)cc2)C1c1ccccn1 (stereo not given) returned SIAE primary -1.6, TDP2 inh 3.2, PG9 Ab binder 1.5, HTRA1 inh 3.4, rCAG binder 0.2, TCR-CD3 inh -5.5, Rev-erbA mod 1.4, ABHD4 inh 7.5, PRMT1 inh -0.5 and LEDGF integ inh -0.5.
For N#Cc1ccc(C(=O)N2CCCCC2c2cc(C(=O)Nc3ccc4c(c3)OCO4)no2)cc1 (stereo not given) the results were SIAE primary 1.2, TDP2 inh 4.7, PG9 Ab binder -1.7, rCAG binder 2.4, TCR-CD3 inh -1.7, Rev-erbA mod -2.1, ABHD4 inh 1.8, PRMT1 inh -2.3 and LEDGF integ inh 0.0.
Screening CCOC(=O)N1CCN(C(=O)CSc2nc(C)nc3c2c(=O)n(C)c(=O)n3C)CC1 returned SIAE primary -12.4, TDP2 inh -8.1, PG9 Ab binder -0.3, HTRA1 inh -5.1, rCAG binder -0.8, TCR-CD3 inh 3.1, Rev-erbA mod -0.3, ABHD4 inh 1.8, PRMT1 inh 0.6 and LEDGF integ inh -1.4.
For CCNC(=O)C1(C)CCN(Cc2ccc(OC(F)(F)F)cc2)C1 (stereo not given) the results were SIAE primary -1.2, TDP2 inh -5.4, PG9 Ab binder 1.5, rCAG binder -2.3, TCR-CD3 inh -0.6, Rev-erbA mod -3.0, ABHD4 inh 2.0, PRMT1 inh -2.8 and LEDGF integ inh 0.1.
COc1ccc(CCNC(=O)c2cccn2C)cc1 was read as SIAE primary -0.1, TDP2 inh -3.9, PG9 Ab binder -0.5, HTRA1 inh -0.4, rCAG binder -0.1, TCR-CD3 inh -4.1, Rev-erbA mod -4.9, ABHD4 inh 3.8, PRMT1 inh 1.8 and LEDGF integ inh 2.3.
For CCn1c(=O)cc(OCC(=O)NCc2cccnc2)c2ccccc21 the results were SIAE primary -4.1, TDP2 inh 13.2, PG9 Ab binder 1.1, HTRA1 inh -3.0, rCAG binder -1.7, TCR-CD3 inh 7.4, Rev-erbA mod -2.7, ABHD4 inh -0.9, PRMT1 inh -2.8 and LEDGF integ inh 2.7.

The last two records of the section above come first, to join the parts:
COc1ccc(CCNC(=O)c2cccn2C)cc1 was read as SIAE primary -0.1, TDP2 inh -3.9, PG9 Ab binder -0.5, HTRA1 inh -0.4, rCAG binder -0.1, TCR-CD3 inh -4.1, Rev-erbA mod -4.9, ABHD4 inh 3.8, PRMT1 inh 1.8 and LEDGF integ inh 2.3.
For CCn1c(=O)cc(OCC(=O)NCc2cccnc2)c2ccccc21 the results were SIAE primary -4.1, TDP2 inh 13.2, PG9 Ab binder 1.1, HTRA1 inh -3.0, rCAG binder -1.7, TCR-CD3 inh 7.4, Rev-erbA mod -2.7, ABHD4 inh -0.9, PRMT1 inh -2.8 and LEDGF integ inh 2.7.
`C/C(=N\Nc1nc(N)cc(Cl)n1)c1ccc(Cl)c(Cl)c1` gave SIAE primary -2.7, TDP2 inh -0.5, PG9 Ab binder -0.8, HTRA1 inh -8.1, rCAG binder -1.6, TCR-CD3 inh 7.7, ABHD4 inh -1.1, PRMT1 inh -1.8 and LEDGF integ inh 0.6.
Cc1ccccc1NC(=O)Cn1nc(-c2ccccc2)nc1-c1ccccc1 was read as SIAE primary -1.2, TDP2 inh -4.2, PG9 Ab binder 0.1, HTRA1 inh -8.6, rCAG binder -1.3, TCR-CD3 inh -1.1, Rev-erbA mod -5.6, ABHD4 inh -0.5, PRMT1 inh -0.1 and LEDGF integ inh 0.3.
Screening O=C(NCCC(=O)N1CCN(c2ccccc2F)CC1)c1ccco1 returned SIAE primary 0.3, TDP2 inh 9.4, PG9 Ab binder -2.1, HTRA1 inh -1.4, rCAG binder -0.9, TCR-CD3 inh -6.1, Rev-erbA mod 1.0, ABHD4 inh -1.7, PRMT1 inh -4.5 and LEDGF integ inh 0.5.
For Cc1c(Cc2ccc3c(c2)OCO3)sc(NC(=O)C2CC2)c1C(N)=O the results were SIAE primary -0.2, TDP2 inh -0.3, PG9 Ab binder 2.2, HTRA1 inh -0.9, rCAG binder -2.7, TCR-CD3 inh -7.7, Rev-erbA mod 1.2, ABHD4 inh -6.0, PRMT1 inh 30.1* and LEDGF integ inh -3.5.
Cc1ccc(CSCCNC(=O)CN(c2cc(C)ccc2C)S(C)(=O)=O)cc1 was read as SIAE primary 1.5, TDP2 inh -1.1, PG9 Ab binder -0.7, HTRA1 inh -6.8, rCAG binder -2.9, TCR-CD3 inh 11.3, Rev-erbA mod 3.7, ABHD4 inh 7.1, PRMT1 inh -3.0 and LEDGF integ inh -2.4.
`CCOC(=O)COc1cccc2c(=O)n(CC(=O)N3CCN(C(=O)OCC)CC3)ccc12` gave SIAE primary -3.6, TDP2 inh -19.8, PG9 Ab binder -0.1, HTRA1 inh -5.4, rCAG binder 0.9, TCR-CD3 inh 3.2, Rev-erbA mod -1.6, ABHD4 inh -8.1, PRMT1 inh -6.5 and LEDGF integ inh 8.3.
